Compound activity (PubChem)
Vif-APOBEC3F blk: inhibitors of Vif-A3F interaction | HeLa A3F-eYFP + Vif (tagged APOBEC3F with the HIV-1 protein that degrades it), YFP fluorescence increase | Potency, µM (series often up to 46.1 µM), for the others: at the top dose activity, negative = active | hit rate 0.2% among 390,000; further: potency means the concentration at half of the fitted maximal effect; % of control where 0% means no effect; nearly all actives have a fitted effect of over 65% in size
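HeLa cells stably expressing Vif plus C-terminally eYFP-tagged A3F were seeded, incubated overnight at 37 deg C, dosed with compound, incubated overnight again at 37 deg C. Yellow fluorescence (Ex 488/Em 500-530) reported blocked Vif-mediated A3F-eYFP degradation.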
Vif-A3G inh: inhibitors of Vif-APOBEC3G interaction | Potency, µM (doses to about 46.1 µM), for the others: top-dose activity, negative = active, usual class: inhibitors | hit rate 0.076% among 410,000 | HeLa A3G-eYFP + Vif (tagged APOBEC3G with the HIV-1 protein that degrades it), YFP fluorescence, overnight | AID 602310 | Q9HC16;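 further: potency means the concentration at half of the fitted maximal effect; on the % scale 0 is the no-effect control and ±100 the full control effect; nearly all actives have a fitted effect of over 60% in size; hits raise eYFP signal because A3G escapes Vif-driven loss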
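Read-out is eYFP fluorescence (Ex 488/Em 500-530) from Vif-expressing HeLa A3G-eYFP cells; more signal means A3G escaped Vif-mediated degradation. Cells plated overnight, compound pinned in, incubated overnight at 37 deg C.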
USP1 inh: USP1/UAF1 (human) deubiquitinase inhibition. hit rate 0.23% among 390,000. Potency, µM (highest dose often 57.1 µM), for the others: top-dose activity change, negative = inhibition, usual class: inhibitors. recombinant USP1/UAF1, Ub-Rhodamine cleavage fluorescence. O94782; further: potency means the concentration at half of the fitted maximal effect; on the % scale 0 is the no-effect control and ±100 the full control effect; nearly all actives have a fitted effect of over 60% in size; inactives centre near -12
Target sequence (O94782 whole entry, looked up): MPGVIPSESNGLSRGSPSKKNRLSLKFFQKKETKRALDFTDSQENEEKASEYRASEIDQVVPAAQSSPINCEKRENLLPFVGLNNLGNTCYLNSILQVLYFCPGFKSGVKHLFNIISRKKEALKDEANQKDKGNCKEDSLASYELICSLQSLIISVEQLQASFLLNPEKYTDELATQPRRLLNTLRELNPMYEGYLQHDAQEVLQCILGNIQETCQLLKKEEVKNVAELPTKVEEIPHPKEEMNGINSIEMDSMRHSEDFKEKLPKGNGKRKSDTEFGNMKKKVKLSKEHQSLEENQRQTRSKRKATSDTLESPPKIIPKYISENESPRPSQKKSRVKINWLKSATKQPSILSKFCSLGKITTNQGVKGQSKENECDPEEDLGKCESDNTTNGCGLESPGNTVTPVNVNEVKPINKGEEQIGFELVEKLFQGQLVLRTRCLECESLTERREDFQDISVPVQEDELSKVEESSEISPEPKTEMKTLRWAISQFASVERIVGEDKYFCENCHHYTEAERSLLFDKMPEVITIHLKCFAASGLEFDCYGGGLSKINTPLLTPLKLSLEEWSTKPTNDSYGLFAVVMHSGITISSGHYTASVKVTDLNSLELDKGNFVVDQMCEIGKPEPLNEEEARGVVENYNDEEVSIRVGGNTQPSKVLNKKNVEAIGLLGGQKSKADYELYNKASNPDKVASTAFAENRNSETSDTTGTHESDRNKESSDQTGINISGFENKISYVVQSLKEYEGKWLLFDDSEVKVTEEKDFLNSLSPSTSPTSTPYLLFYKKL
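In this screen, compounds sit with the deubiquitinase complex (1nM) for 15 min at room temperature before Ub-Rho is added at 150nM final. Fluorescence rise is then followed for 6 reads every 60 seconds.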
mIDH1 inhibitor: blocks human mutant IDH1 R132H enzyme | IDH1-R132H enzyme, NADPH consumption, diaphorase/resazurin fluorescence | Potency, µM (doses to about 76.6 µM), for inactives: at the highest dose activity change, negative = inhibition, hits mostly inhibitors | hit rate 0.093% among 390,000 | AID 602179; further: potency means the concentration at half of the fitted maximal effect; on the % scale 0 is the no-effect control and ±100 the full control effect; nearly all actives have a fitted effect of over 65% in size
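IDH1-R132H (0.5 ug/mL dispensed) in pH 7.5 Tris buffer was preincubated 30 min with compound, then given a substrate mix of 0.016 mM NADPH and 2 mM alpha-KG for 80 min at room temperature; remaining NADPH was read by diaphorase/resazurin fluorescence.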
LDHA block: LDHA (human) enzyme inhibition; purified LDHA, NADH/diaphorase-resazurin fluorescence; hits give low values; activity change, % (values are at about 110 or 230 µM); hit rate 0.15% among 480,000; AID 1347041; in the data active means activity change below about -30%; inconclusive means mostly about -25% to -30%;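 further: plate controls were DMSO wells for no effect and wells without enzyme for full effect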
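LDH5 2 nM; NADH 0.06 mM, pyruvate 0.2 mM; 200 mM Tris pH 7.4, EDTA, Tween-20; 5 min RT. Detection: diaphorase 0.133 mg/mL + resazurin 37 µM, fluorescence ex540/em590 at 0 and 20 min; normalized to enzyme-free and DMSO wells.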
TrxR1 substrate: rat thioredoxin reductase 1 substrate activity | O89049 | purified TrxR1 substrate turnover, NADPH consumption readout | Potency, µM (titrated, usually from 114 µM), for inactives: at the highest dose activity change, negative = substrate turnover | hit rate 0.01% among 390,000; further: potency means the concentration at half of the fitted maximal effect; on the % scale 0 is the no-effect control and ±100 the full control effect; nearly all actives have a fitted effect of over 50% in size
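Rat TrxR1, dispensed at 90 nM, was prereduced with 400 uM NADPH (final) for 5 min at ~22 deg C, then incubated with compound 15 min before 400 uM selenite. A first-read NADPH fluorescence drop versus no-compound background flagged substrates.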
RGS4 inh: inhibitors of human regulator of G protein signaling 4; P49798; Transcreener GDP fluorescence polarization, RGS4-accelerated GTP hydrolysis; Potency, µM (doses to about 114 µM), for the others: at the top dose activity change, negative = inhibition, hits mostly inhibitors; hit rate 0.039% among 390,000; further: potency means the concentration at half of the fitted maximal effect; on the % scale 0 is the no-effect control and ±100 the full control effect; nearly all actives have a fitted effect of over 75% in size; some results filed as inactive show a strong effect at the top dose
Target sequence (P49798 whole entry, looked up): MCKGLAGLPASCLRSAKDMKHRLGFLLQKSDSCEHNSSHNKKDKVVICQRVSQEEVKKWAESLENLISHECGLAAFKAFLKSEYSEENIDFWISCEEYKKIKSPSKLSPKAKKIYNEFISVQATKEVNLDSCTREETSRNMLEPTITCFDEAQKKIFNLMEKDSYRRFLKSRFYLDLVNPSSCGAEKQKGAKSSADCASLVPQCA
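MLSMR compounds (23 nl, pin-transferred) preincubated 10 min at room temperature with a 500nM (2x) first reagent, then RGS4 at 900nM (2x) plus Transcreener GDP mix added; fluorescence polarization (620/688 nm) read before and after 90 min at 30 °C.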
Glioma ERSR ind: ER stress response induction in glioma; U87-MG GRP78 promoter luciferase reporter, 16 h; Potency, µM, for inactives: top-dose activation, hits mostly activators; hit rate 0.02% among 420,000; further: potency means the concentration at half of the fitted maximal effect; series mostly up to about 76 µM; % of control where 0% means no effect; nearly all actives have a fitted effect of over 35% in size
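Stably transfected U87-MG glioma cells carrying a GRP78-based luciferase sensor; 16 h compound incubation. Luminescence end-point read 10 min after Bright-Glo addition at room temperature.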
rTrxR1 inhibitor: blocks rat thioredoxin reductase 1. O89049. recombinant rTrxR1, NADPH fluorescence consumption, selenite substrate. hit rate 1% among 390,000. Potency, µM (series often up to 114 µM), without a hit: top-dose activity change, negative = inhibition, actives largely listed as inhibitors; further: potency means the concentration at half of the fitted maximal effect; on the % scale 0 is the no-effect control and ±100 the full control effect; nearly all actives have a fitted effect of over 65% in size
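Rat TrxR1 (90 nM in the dispensed reagent) was pre-reduced with 400 uM NADPH for 5 min at room temperature, then incubated with compound for 15 min. After 400 uM selenite was added, NADPH fluorescence (Ex 340/Em 450 nm) was followed for 8 min.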
Starred values were filed as active, the others as inactive; ? = inconclusive; / = no result given; [ ] = remark or other dose. Unless noted, the call rests on the fitted dose curve; in most records, active means well fitted curve in the direction sought with a large enough effect; inconclusive means small, poorly fitted or top-dose-only effect, or another doubt; inactive means no such curve, though single readings can be large; an effect the other way counts as inactive or inconclusive. An excerpt; the hit share may differ from the screen's.

SMILES | Vif-APOBEC3F blk | Vif-A3G inh | USP1 inh | mIDH1 inhibitor | LDHA block | TrxR1 substrate | RGS4 inh | Glioma ERSR ind | rTrxR1 inhibitor
COc1ccc(/C=C2\CC/C(=C\c3ccc(OC)cc3OC)C2=O)c(OC)c1 | 8.9µM* | -23% | 4% | -7% | -2 | -11% | 2% | 6% | 7%
O=C1C=C(N2CCN(c3ccccn3)CC2)C(=O)c2c(O)ccc(O)c21 | 2% | 1% | -23% | -1% | 16 | 5%[11.4 µM] | -10% | -5% | 17%[11.4 µM]
CSCCC(NC(=O)c1ccc([N+](=O)[O-])cc1Cl)C(=O)OC(C)C(=O)NCc1ccco1 (stereo unspecified) | 3% | 2% | -10% | 3% | 1 | -5% | -36% | -1% | ?
CS(=O)(=O)Nc1ccc(S(=O)(=O)NCCc2ccccc2)cc1 | -8% | -2% | -4% | 11% | -6 | 6% | 4% | -2% | 20%
CCC(C)NC(=O)C1CCCCN1S(=O)(=O)c1ccc(F)cc1 (stereo unspecified) | -6% | 0% | -5% | 0% | -4 | 12% | 5% | 2% | 29%
Cc1ccccc1C(=O)NCC(c1cccnc1)N1CCc2ccccc21 (stereo unspecified) | -8% | -3% | 8% | -3% | -2 | -5% | -24% | -1% | 1%
COc1ccc(CN(CCCn2cnc3c(OC)ncnc32)CCCn2cnc3c(OC)ncnc32)cc1 | -9% | 0% | -15% | 1% | 0 | / | / | 1% | /
CCOc1ccc2c(c1)c(N=NC(=N)N)c(O)n2C | 5% | -17% | -19% | 4% | -4 | -14% | 1% | -2% | -10%
O=C(c1cnn2c(C(F)F)cc(-c3ccccc3)nc12)N1CCc2ccccc2C1 | 1% | -5% | -7% | -12% | -5 | 9%[57.1 µM] | -5% | -3% | 23%[57.1 µM]
CCCCNC(=O)Nc1cnn(CC)c1C(N)=O | -7% | 0% | -5% | 0% | 2 | 3%[57.1 µM] | 1% | 0% | 5%[57.1 µM]
O=c1[nH]nc(SCc2ccccc2)c(=O)[nH]1 | -10% | 4% | -7% | 2% | -3 | 9% | -21% | -2% | 23%
COc1ccc(CC(=O)Nc2cccc(-c3nnc(-c4ccc(C)cc4)o3)c2)cc1OC | -7% | -4% | -15% | -2% | -2 | 4%[57.1 µM] | -30% | 6% | 2%[57.1 µM]
CN(CC(=O)Nc1ccc(Cl)c(Cl)c1)C(=O)CNC(=O)C1CCCCC1 | 1% | -13% | -20% | 2% | 2 | 2% | -7% | -3% | ?
Cc1ccc(/C=N/n2c(-c3ccncc3)n[nH]c2=S)o1 | 3% | 1% | -11% | -12% | -2 | -6% | -29% | -5% | -9%
CC(C)C(=O)Nc1ccccc1N1CCN(S(C)(=O)=O)CC1 | 2% | 1% | -3% | 6% | -6 | 2% | -14% | -4% | 8%
CCN(CC)S(=O)(=O)c1ccc(-c2csc(C)n2)s1 | -5% | 0% | -20% | -3% | -11 | 2% | 10% | 4% | 18%
COc1ccc(NC(C#N)c2ccc(OC)cc2)cc1 (stereo unspecified) | -2% | 0% | -5% | -4% | 2 | -11% | -7% | -4% | -8%
Cc1ccc2oc(=O)c3cc(C(=O)NCCCN4CC(C)CC(C)C4)sc3c2c1 (stereo unspecified) | -4% | -1% | -27% | -3% | -1 | 11% | -15% | -4% | 5%
COc1cc(OC)c2c(OC)cccc2n1 | -10% | 0% | 2% | 0% | 1 | 42%[activator] | 23% | -1% | 7%
COC(=O)c1ccc(CSc2nnc3c(n2)[nH]c2ccccc23)cc1 | 1% | 1% | -16% | 3% | 0 | 6% | -17% | -2% | 18%
COC(=O)c1[nH]c2ccccc2c1NC(=O)CN1CCN(Cc2ccc3c(c2)OCO3)CC1 | -1% | 5% | 0% | 5% | -3 | 9% | 4% | -5% | 12%
CCC(C)(C)NC(=O)CN(C(=O)c1snc(C(N)=O)c1N)c1ccc2c(c1)OCCO2 | -8% | -5% | -3% | 4% | 2 | 3% | -1% | 1% | -4%
COc1ccc(OC)c(N(CC(=O)NCc2ccccc2)S(=O)(=O)c2ccc(OC)c(OC)c2)c1 | 8% | -1% | -22% | 9% | -1 | 2% | -9% | -1% | 7%
O=C(NCCc1ccccc1)c1ccc(Cn2c(=O)c3cccn3c3cccnc32)cc1 | -14% | -14% | -14% | 15% | -5 | 14% | 1% | -1% | 13%
COc1cccc(-c2noc(CCCC(=O)NC3CCCC3)n2)c1 | -6% | 1% | -24% | -5% | -3 | 2% | 16% | -6% | 2%
Cc1c(Cl)cccc1NC(=O)COC(=O)CN1C(=O)NC(C)(C)C1=O | 0% | -3% | -20% | 3% | 1 | -3% | 4%[11.4 µM] | -6% | -2%
CCCn1c(N)c(C(=O)CSc2nnc(-c3cccs3)n2C2CC2)c(=O)[nH]c1=O | -22% | 0% | -5% | 0% | -2 | 13% | -24% | -3% | 27%
Cn1c(CC(=O)Nc2ccccc2F)nnc1SCC(=O)NC1CCCCC1 | 6% | -6% | -16% | 0% | -5 | 15%[57.1 µM] | -7% | -4% | 33%[57.1 µM]
NS(=O)(=O)c1ccc(NC(=O)CSc2nnc3n2CCCCC3)cc1 | 6% | 1% | -12% | -1% | -14 | -1% | 20% | -1% | 19%
CCn1c(NN)nc2sc3c(c2c1=O)CCC3 | -4% | 0% | -18% | 9% | -6 | -15% | 3% | -1% | -34%
CC(C)(C)c1nc2ccccc2c(=O)n1N1C(=O)c2ccccc2C1=O | -9% | -18% | -22% | -1% | 2 | -2%[57.1 µM] | -32% | -7% | 12%[57.1 µM]
COC(=O)c1c(NC(=O)CSc2nc3nc(C)cc(C)n3n2)sc(C)c1C | 9% | -5% | -22% | 2% | 0 | -4% | 5% | -1% | 6%
O=c1c(-c2ccc3c(c2)OCCO3)coc2cc(OC3OC(CO)C(O)C(O)C3O)ccc12 (stereo unspecified) | 9% | -3% | -11% | 8% | 2 | 4% | -12% | -9% | 3%
COc1ccc(-c2csc3ncnc(N4CCN(S(=O)(=O)c5cccc(F)c5)CC4)c23)cc1 | 7% | -7% | -11% | 7% | -2 | 6% | 0% | -2% | 18%
O=C(NCCCN1CCCCC1)c1ccc2c(c1)NC(=O)C(N1CCOCC1)S2 (stereo unspecified) | 0% | -6% | -3% | 0% | 0 | -6% | -8% | -2% | 2%
Cc1ccc2nc(-c3ccc(NC(=O)CSc4nc(N)cc(=O)[nH]4)cc3)sc2c1 | -3% | 0% | -20% | -12% | -5 | 33%[activator] | -6%[56.9 µM] | 8% | 50%[activator]
O=C(CSc1nc2ccccc2n1Cc1ccccc1)N1CCN(c2ccc(F)cc2)CC1 | -3% | 1% | -6% | -7% | -10 | 0% | 10% | -4% | 8%
O=C(CCN1C(=O)/C(=C/c2cccs2)SC1=S)Nc1ccc(C(=O)O)c(O)c1 | 12% | 3% | ? | -4% | -18 | -3% | -1% | 3% | -14%
Oc1ccccc1N=Nc1nc(-c2ccccc2)c(-c2ccccc2)[nH]1 | -1% | -8% | -16% | -5% | -2 | -13% | 3% | -6% | -8%
CN(c1ccccc1)c1ccc(/C=N/NC(=O)CC#N)cc1 | -11% | -12% | -3% | -3% | -1 | 10% | -14% | -1% | -12%
O=c1cnnc(Nc2ccc(Cl)c(C(F)(F)F)c2)[nH]1 | 8% | -9% | -9% | -11% | -16 | -1%[57.1 µM] | -8% | 19% | 4%[57.1 µM]
CC(=O)Nc1ccccc1-c1nc2ccccc2n(CC(=O)Nc2cccc(C(F)(F)F)c2)c1=O | 1% | 1% | -24% | -29% | -7 | -2% | 4% | -6% | -1%
N#CC1=C(N)OC(c2ccccc2)=C(C#N)C1c1ccc2c(c1)OCO2 (stereo unspecified) | 1% | -3% | -10% | -11% | 8 | 4% | -4% | -1% | ?
CN(C)C1=NCCN1CCCCc1ccccc1 | 3% | -2% | -6% | -9% | -6 | -10% | 30% | -4% | -18%
CCCOc1ccccc1/C=C1/C(=O)ON=C1C | -2% | 0% | -24% | -3% | -2 | 7% | -23% | -6% | 8%
COc1cc2nc(/C=C/c3cc(OC)c(OC)c(OC)c3)sc2cc1SC | 0% | ? | -19% | 3% | 2 | 28% | -31% | -3% | -18%
COc1ccccc1/C=C/C=N/n1c(-c2ccncc2)n[nH]c1=S | -22% | -20% | -14% | -14% | -7 | -8% | -37% | -5% | -24%

Molecules listed so far containing a cyano group (three):
SMILES | Vif-APOBEC3F blk | Vif-A3G inh | USP1 inh | mIDH1 inhibitor | LDHA block | TrxR1 substrate | RGS4 inh | Glioma ERSR ind | rTrxR1 inhibitor
COc1ccc(NC(C#N)c2ccc(OC)cc2)cc1 (stereo unspecified) | -2% | 0% | -5% | -4% | 2 | -11% | -7% | -4% | -8%
CN(c1ccccc1)c1ccc(/C=N/NC(=O)CC#N)cc1 | -11% | -12% | -3% | -3% | -1 | 10% | -14% | -1% | -12%
N#CC1=C(N)OC(c2ccccc2)=C(C#N)C1c1ccc2c(c1)OCO2 (stereo unspecified) | 1% | -3% | -10% | -11% | 8 | 4% | -4% | -1% | ?
